Bioassay records (PubChem)
TLR9-MyD88 inh = inhibitors of TLR9-MyD88 association in cells, primary screen, cell-based, CHO, BLA complementation, fluorescence; Toll-like receptor 9 (Homo sapiens) + Myeloid differentiation primary response protein …; CCF4 FRET ratio; inhibition, % at 4.98 µM; 340,000 compounds, 0.21% hits;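 active = inhibition above the mean over all tested compounds plus 3 SD, cut at about 21% in these data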;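 note: 0% = DMSO only wells and 100% = clavulanate BLA inhibitor control wells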
EBV LMP1 NFkB = EBV LMP1-driven NF-kappaB luciferase reporter inhibitors, primary screen, cell-based, luminescence, single point | AID 504558, 2011 | inhibition, % at 12.5 µM | LMP1-induced NF-kappaB luciferase reporter cells | 350,000 compounds, 0.69% hits; in the data active = inhibition above about 41%; inconclusive = no clear call, values can overlap the other calls;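 note: 0% = neutral control wells and 100% = reference inhibitor control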
NCOA2 inhibitor = inhibition of GAL4-SRC2 driven luciferase reporter, primary screen, SRC2 inhibitor project, cell-based, luminescence; Nuclear receptor coactivator 2 (Homo sapiens), Q15596; HEK293 GAL4-SRC2 luciferase reporter; inhibition, % at 9 µM; 370,000 compounds, 0.17% hits; AID 651957, 2012;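 active = inhibition above the mean inhibition of all tested compounds plus 3 SD, set per campaign, cut at about 52% in these data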;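 note: 0% = DMSO treated cells and 100% = cells given Gossypol at 36 µM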
Target sequence (Q15596 whole entry, looked up, the tested form may be a part): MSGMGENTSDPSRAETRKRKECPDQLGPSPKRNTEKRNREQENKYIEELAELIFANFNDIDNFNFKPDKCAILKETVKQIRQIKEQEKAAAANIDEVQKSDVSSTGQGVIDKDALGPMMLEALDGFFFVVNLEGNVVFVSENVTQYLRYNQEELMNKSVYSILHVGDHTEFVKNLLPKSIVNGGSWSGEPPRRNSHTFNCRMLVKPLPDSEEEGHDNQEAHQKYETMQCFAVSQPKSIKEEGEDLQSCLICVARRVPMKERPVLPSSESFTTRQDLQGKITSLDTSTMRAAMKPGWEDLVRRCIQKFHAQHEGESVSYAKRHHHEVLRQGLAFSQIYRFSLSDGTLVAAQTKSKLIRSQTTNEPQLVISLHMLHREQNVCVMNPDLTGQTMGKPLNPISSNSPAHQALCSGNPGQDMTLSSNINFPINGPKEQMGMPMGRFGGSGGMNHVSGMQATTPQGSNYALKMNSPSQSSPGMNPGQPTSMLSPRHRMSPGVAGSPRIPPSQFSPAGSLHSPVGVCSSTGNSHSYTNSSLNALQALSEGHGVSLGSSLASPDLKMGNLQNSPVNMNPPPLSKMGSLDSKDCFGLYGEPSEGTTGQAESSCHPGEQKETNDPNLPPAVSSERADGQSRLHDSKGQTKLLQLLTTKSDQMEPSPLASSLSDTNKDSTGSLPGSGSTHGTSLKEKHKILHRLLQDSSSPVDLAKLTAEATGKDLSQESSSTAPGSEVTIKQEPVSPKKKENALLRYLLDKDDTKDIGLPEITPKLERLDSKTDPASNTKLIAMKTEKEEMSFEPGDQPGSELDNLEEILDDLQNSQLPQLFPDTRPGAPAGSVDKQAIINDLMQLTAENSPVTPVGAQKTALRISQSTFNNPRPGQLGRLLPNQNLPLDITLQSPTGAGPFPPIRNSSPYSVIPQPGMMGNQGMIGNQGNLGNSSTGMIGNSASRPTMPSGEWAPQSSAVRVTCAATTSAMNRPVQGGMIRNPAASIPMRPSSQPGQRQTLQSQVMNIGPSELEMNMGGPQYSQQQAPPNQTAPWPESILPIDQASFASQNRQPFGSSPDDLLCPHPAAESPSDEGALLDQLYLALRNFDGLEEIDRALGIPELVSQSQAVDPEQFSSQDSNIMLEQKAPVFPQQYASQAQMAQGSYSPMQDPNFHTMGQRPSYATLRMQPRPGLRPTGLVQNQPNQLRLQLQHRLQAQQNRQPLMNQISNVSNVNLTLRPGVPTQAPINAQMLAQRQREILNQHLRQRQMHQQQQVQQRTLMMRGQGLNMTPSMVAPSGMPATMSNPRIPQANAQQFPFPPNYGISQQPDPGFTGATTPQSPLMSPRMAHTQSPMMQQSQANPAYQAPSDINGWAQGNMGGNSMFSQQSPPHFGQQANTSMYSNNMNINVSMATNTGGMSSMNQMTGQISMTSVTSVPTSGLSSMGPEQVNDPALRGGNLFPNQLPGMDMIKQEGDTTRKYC
NR5A2 inv ag = LRH-1 (NR5A2) inverse agonists, primary screen, cell-based, luminescence, HEK293T, StAR-luciferase reporter. Nuclear receptor subfamily 5 group A member 2 (Homo sapiens), O00482. LRH-1 transfected, 24 h. inhibition, % at 3.6 µM. 360,000 compounds, 0.13% hits. AID 602396, 2012;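 active = inhibition above the mean inhibition of all tested compounds plus 3 SD, cut at about 73% in these data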;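 note: 0% = DMSO wells and 100% = reporter-only cells lacking LRH-1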
C8 TRAIL sens = viability loss with TRAIL in NB7+C8 cells, primary screen, TRAIL sensitizer project, cell-based, ATPlite luminescence | inhibition (viability loss, TRAIL sensitization), % at 10 µM | 360,000 compounds, 1% hits | AID 624354, 2012;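 active = compounds causing at least 50% loss of cell viability in the single-dose screen, relative to plate controls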
SRC3 inh = SRC3 coactivator transcriptional activity inhibitors, primary screen, cell-based, luminescence. Nuclear receptor coactivator 3 (Homo sapiens), Q9Y6Q9. HEK293 GAL4-SRC3 luciferase reporter. inhibition, % at 3.6 µM. 360,000 compounds, 0.17% hits. AID 588352, 2011;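 active = inhibition above a per-campaign cutoff, the mean of all compounds plus 3 SD, cut at about 60% in these data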;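 note: 0% = DMSO-treated cells and 100% = gossypol-treated cells at 36 µM; higher means less SRC3-driven luciferase light from the GAL4 reporter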
NOD2-RIPK2 inh = NOD2-RIPK2 binding disruptors in cells, primary screen, fluorescence, CHO cells, BLA complementation. AID 624267, 2012. Receptor-interacting serine/threonine-protein kinase 2 (Homo sapiens), O43353. 360,000 compounds, 0.38% hits. inhibition, % at 4.98 µM. CCF4 ratio; in the data active = inhibition above about 21%;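 note: 0% = vehicle only and 100% = reference blocker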
TROY NFkB inh = inhibitors of TROY-driven NF-kB signaling, primary screen, Q293 LMP1-TROYcd cells, NF-kB luciferase, uHTS. Q293 LMP1-TROYcd NF-kB luciferase reporter, 4 h. 360,000 compounds, 0.98% hits. inhibition, % at 10 µM;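 active = compounds whose plate-normalised and pattern-corrected inhibition of the luciferase reporter signal at the single screening dose is 50% or more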
SRC1 inh = SRC1 coactivator transcriptional activity inhibitors, primary screen, cell-based, luminescence | inhibition, % at 3.6 µM | AID 588354, 2011 | HEK293 GAL4-SRC1 luciferase reporter | 360,000 compounds, 0.12% hits | Nuclear receptor coactivator 1 (Homo sapiens), Q15788;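 active = inhibition above the campaign mean plus 3 SD, with each screening campaign given its own cutoff, cut at about 60% in these data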;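 note: 0% = DMSO treated cells and 100% = gossypol at 36 µM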
Vif inh = HIV Vif self-association inhibitors, primary screen, imaging, HEK293T, single point. HEK293T cells, Vif self-association by quenched fluorescence, 24 h. inhibition, % at 7.49 µM. 340,000 compounds, 0.35% hits; in the data active = inhibition above about 50%, passing the limit was not always enough; inconclusive = no clear call, values can overlap the other calls; inactive = below about 31%; note: some results filed as inactive read as strong as hits
COUP-TFII inh = NR2F2 transcriptional activity inhibitors, primary screen, cell-based, luciferase reporter, HEK293T, luminescence. COUP transcription factor 2 (Homo sapiens), P24468. HEK293T NGFI-A luciferase reporter. inhibition, % at 8.6 µM. 370,000 compounds, 0.7% hits;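 active = inhibition above a per-plate cutoff, mean inhibition of test wells between control levels plus 3 SD, cut at about 38% in these data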;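 note: cells cotransfected with COUP-TFII expression vector driving the NGFI-A reporter; 0% = median of COUP-TF2 test wells and 100% = reporter-only cells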
* marks the source's active call; other numbers are inactive results; ? = inconclusive; . = not tested or not shown.

SMILES | TLR9-MyD88 inh | EBV LMP1 NFkB | NCOA2 inhibitor | NR5A2 inv ag | C8 TRAIL sens | SRC3 inh | NOD2-RIPK2 inh | TROY NFkB inh | SRC1 inh | Vif inh | COUP-TFII inh
CCCc1cc(=O)oc2cc(C)cc(OCC(=O)NC(Cc3c[nH]c4ccc(O)cc34)C(=O)O)c12 (stereo unspecified) | -4 | -5 | -23 | -35 | 3 | 3 | -5 | 9 | 5 | 2 | -11
C=CCOc1c(Br)cc(CNc2ccc(NC(=O)C(C)C)c(OC)c2)cc1OC | -8 | 17 | -25 | 36 | 5 | 0 | 3 | 6 | 15 | 6 | 26
CC1CCN(c2ncnc3c2cnn3Cc2ccc(Cl)cc2)CC1 | -3 | -2 | 14 | -10 | -8 | 2 | 6 | 31 | -7 | -15 | 11
Cn1cc([N+](=O)[O-])c(C(=O)Nc2ccc(C(=O)N3CCCCC3)cc2)n1 | -5 | 6 | -1 | -45 | 14 | -10 | 7 | -2 | -22 | -6 | 3
Cc1cc(C)n2nc(SCC(=O)N3CCN(c4ccccc4)CC3)nc2n1 | 3 | 1 | 1 | -8 | -9 | -2 | -12 | -23 | -10 | -4 | 5
N#CC(C(=O)NC1CCCCC1)c1nc2ccccc2nc1N1CCN(c2ccccc2F)CC1 (stereo unspecified) | 9 | -12 | -54 | 0 | 11 | -4 | 4 | 21 | 6 | 14 | -11
CCN1CCCC1CNC(=O)C(=O)Nc1ccccc1OC (stereo unspecified) | -1 | -3 | 9 | -1 | -6 | 3 | -15 | -6 | 10 | 24 | -4
COc1ccc(NC(=O)c2ccccc2SC)c(OC)c1 | -1 | 7 | -4 | -1 | -2 | 12 | 4 | 1 | 10 | 1 | -15
O=C(NCc1c[nH]c2ccccc12)c1ccccc1 | 3 | -12 | -8 | 3 | -16 | 9 | 8 | -5 | -18 | -11 | -10
CC(=O)Nc1ccc(NC(=O)CSc2ccc3nnc(CCNS(=O)(=O)c4ccc(C)cc4)n3n2)cc1 | 6 | -6 | -6 | -17 | -13 | -5 | -3 | -9 | 5 | -3 | -8
COc1ccc(C(=O)OCCN2CCCCC2)cc1 | 2 | -5 | -14 | -29 | -5 | -29 | 0 | -15 | -52 | -6 | -5
CCOc1cccc(/C=C/c2ccc3cccc(O)c3n2)c1OC | 1 | -2 | -33 | -55 | 35 | -86 | 0 | -23 | -178 | 2 | -48
NC(=O)c1c(NC(=O)CN2CCCC2)sc2c1CCCC2 | -13 | -7 | 3 | -17 | 0 | -28 | -10 | -28 | -22 | 2 | 7
COc1cccc(/C=N/NC(=O)CSc2ccccc2C)c1O | 2 | 19 | 0 | 16 | 26 | 24 | -4 | -31 | 28 | -3 | 9
CC(C(=O)Nc1ccc2c(c1)OCCO2)N(C)CC(=O)Nc1ccccc1Br (stereo unspecified) | -8 | -3 | -45 | 18 | -2 | -2 | -1 | -14 | -3 | -3 | 10
CCOC(=O)C1=CCN(S(=O)(=O)c2ccc(C)cc2)C1c1ccccc1 (stereo unspecified) | . | . | 15 | -18 | -4 | -5 | 5 | 25 | -12 | 6 | 0
COc1ccc(CNC(=O)C2CCCN(S(=O)(=O)c3c(C)nn(C)c3C)C2)cc1 (stereo unspecified) | 2 | 3 | -2 | -1 | -9 | 0 | -7 | -30 | 3 | 7 | 6
N#CCOC(=O)C1CSC2(c3ccc(Br)cc3)CCC(=O)N12 (stereo unspecified) | 3 | -14 | 2 | 7 | -7 | 2 | 0 | 20 | -19 | -2 | 20
COC(=O)C[C@H]1c2cc(F)ccc2S(=O)(=O)N1c1ccccc1 | 3 | 3 | -15 | -2 | 3 | -20 | -15 | -6 | 7 | -10 | 9
Cc1ccc2nc(S(=O)(=O)O)[nH]c2c1 | 4 | -19 | -3 | -5 | -1 | -12 | -13 | -11 | 9 | -6 | -5

A second format for two compounds above:
SMILES: CCOC(=O)C1=CCN(S(=O)(=O)c2ccc(C)cc2)C1c1ccccc1 (stereo unspecified)
  TLR9-MyD88 inh = .	EBV LMP1 NFkB = .	NCOA2 inhibitor = 15	NR5A2 inv ag = -18	C8 TRAIL sens = -4	SRC3 inh = -5	NOD2-RIPK2 inh = 5	TROY NFkB inh = 25	SRC1 inh = -12	Vif inh = 6	COUP-TFII inh = 0

SMILES: C=CCOc1c(Br)cc(CNc2ccc(NC(=O)C(C)C)c(OC)c2)cc1OC
  TLR9-MyD88 inh = -8	EBV LMP1 NFkB = 17	NCOA2 inhibitor = -25	NR5A2 inv ag = 36	C8 TRAIL sens = 5	SRC3 inh = 0	NOD2-RIPK2 inh = 3	TROY NFkB inh = 6	SRC1 inh = 15	Vif inh = 6	COUP-TFII inh = 26

Following part
SMILES | TLR9-MyD88 inh | EBV LMP1 NFkB | NCOA2 inhibitor | NR5A2 inv ag | C8 TRAIL sens | SRC3 inh | NOD2-RIPK2 inh | TROY NFkB inh | SRC1 inh | Vif inh | COUP-TFII inh
CCn1c2ccccc2c2cc(NC(=O)CSc3nccc(=O)[nH]3)ccc21 | 0 | -8 | -10 | 19 | -2 | -1 | -4 | 16 | -9 | -4 | -11
CCN(CC)C(=S)Nc1ccc(C(=O)OC)cc1 | 6 | 28 | -35 | 3 | -5 | 8 | 4 | -18 | 0 | -2 | 3
Cn1cc(CN2CCC(C(=O)N3CCCCC3)CC2)c(-c2ccccc2F)n1 | -2 | 0 | 0 | 1 | 2 | 16 | -13 | 5 | 14 | 1 | 10
Cn1cc(-c2ccccc2C(=O)O)c(=O)c2ccccc21 | -4 | -2 | 18 | 1 | -16 | -10 | 1 | -2 | -8 | -5 | -2
O=S1(=O)N[C@@H](CC2CCCCC2)COc2cc(Br)ccc21 | -2 | 0 | 26 | 0 | 3 | 3 | -6 | 19 | -11 | ? | 17
Cc1ccc(S(=O)(=O)N2CCCCC2)cc1NC(=O)COC(=O)c1c(F)cccc1F | -1 | -8 | -9 | 1 | -10 | -5 | -7 | -2 | 5 | -6 | 0
CC1(C)Cc2c(sc3c2c(=N)n(Cc2ccco2)c(=O)n3CC(=O)Nc2cccc(Cl)c2)CO1 | -12 | -11 | 14 | 15 | -3 | -2 | -4 | -21 | 1 | 0 | 5
O=C(CCCN1C(=O)c2ccccc2C1=O)Nc1cccnc1 | -16 | -16 | 6 | 12 | -4 | 17 | -3 | -5 | 4 | -2 | -14
CCCNC(=O)C1(C)CCN(C(=O)c2c(F)ccc(C)c2F)C1 (stereo unspecified) | . | . | -17 | 2 | 1 | -12 | 4 | -1 | -13 | . | 4
NC(=O)C1CCN(CC(=O)Nc2cccnc2Cl)CC1 | -8 | -1 | -1 | -6 | -20 | 22 | -8 | -23 | 3 | 19 | 8
CCCC(C(=O)NC(C)(C)C)N(CC1CCCO1)C(=O)CNS(=O)(=O)c1ccc(F)cc1 (stereo unspecified) | -1 | -2 | -28 | -1 | -6 | 6 | 13 | -5 | 14 | 2 | -4
O=C(NCCc1ccc2c(c1)OCCO2)c1cc(S(=O)(=O)N2CCCC2)ccc1Br | 0 | -4 | -22 | -2 | 6 | -9 | -3 | 2 | 2 | -11 | 2
COc1ccc(C(=O)/C=C2\NCCc3cc(OC)c(OC)cc32)cc1OC | 3 | 12 | -3 | 5 | 0 | 10 | -7 | -13 | 2 | 5 | -17
O=C(CN1C(=O)c2cccnc2Oc2ccc(Cl)cc21)NCCC1=CCCCC1 | 4 | -12 | -21 | -5 | -9 | 8 | 5 | -34 | -29 | -13 | 14
Cc1ccc(S(=O)(=O)N2CCN(C(=O)CN3C(=O)NC4(CCCCC4)C3=O)CC2)c(C)c1 | 1 | -2 | -3 | 7 | 4 | -16 | 2 | 7 | 5 | 13 | 3
N#Cc1ccc(NCC(=O)N2CCN(S(=O)(=O)c3ccccc3)CC2)cc1 | -5 | 5 | -15 | -14 | 13 | 6 | 3 | -13 | -7 | -3 | 5
COc1ccc(/C=N/NC(=O)COc2cc(C)cc(C)c2)cc1COC(C)=O | -6 | -2 | 6 | 19 | 1 | 18 | -7 | -5 | 1 | -1 | -5
O=C(CC[C@H]1O[C@@H](n2ccc(=O)[nH]c2=O)[C@H](O)[C@@H]1O)N[C@H](Cc1ccccc1)C(=O)NCc1ccccc1 | . | . | -6 | 16 | -9 | -12 | -5 | -14 | 0 | . | -21
COC(=O)c1cc([N+](=O)[O-])c(-n2cncn2)c([N+](=O)[O-])c1 | -1 | 0 | -2 | 10 | 2 | 2 | 0 | -2 | -11 | 1 | 5
COc1ccc(-c2csc(NC(=O)C3CC(=O)N(Cc4ccco4)C3)n2)cc1 (stereo unspecified) | 2 | 2 | -19 | -14 | -2 | 1 | -2 | -3 | -13 | -1 | 7
CCCc1nnc(NC(=O)C2CCN(C(=O)C3CC(=O)N(c4ccc(C)cc4)C3)CC2)s1 (stereo unspecified) | 4 | -6 | -10 | -18 | -12 | 3 | 2 | -7 | -14 | 24 | -17
Cn1nc(C(C)(C)C)cc1C(=O)NNC(=O)c1ccc(C(F)(F)F)cc1 | 3 | 0 | 5 | 5 | -8 | 9 | 2 | -9 | -8 | -6 | 20
O=[N+]([O-])c1cc(S(=O)(=O)C(F)(F)F)ccc1NCC1CCCO1 (stereo unspecified) | 2 | 2 | -40 | -13 | -2 | -30 | -4 | -11 | -16 | -5 | -11

In the list so far, five contain bromine.
SMILES | TLR9-MyD88 inh | EBV LMP1 NFkB | NCOA2 inhibitor | NR5A2 inv ag | C8 TRAIL sens | SRC3 inh | NOD2-RIPK2 inh | TROY NFkB inh | SRC1 inh | Vif inh | COUP-TFII inh
C=CCOc1c(Br)cc(CNc2ccc(NC(=O)C(C)C)c(OC)c2)cc1OC | -8 | 17 | -25 | 36 | 5 | 0 | 3 | 6 | 15 | 6 | 26
CC(C(=O)Nc1ccc2c(c1)OCCO2)N(C)CC(=O)Nc1ccccc1Br (stereo unspecified) | -8 | -3 | -45 | 18 | -2 | -2 | -1 | -14 | -3 | -3 | 10
N#CCOC(=O)C1CSC2(c3ccc(Br)cc3)CCC(=O)N12 (stereo unspecified) | 3 | -14 | 2 | 7 | -7 | 2 | 0 | 20 | -19 | -2 | 20
O=S1(=O)N[C@@H](CC2CCCCC2)COc2cc(Br)ccc21 | -2 | 0 | 26 | 0 | 3 | 3 | -6 | 19 | -11 | ? | 17
O=C(NCCc1ccc2c(c1)OCCO2)c1cc(S(=O)(=O)N2CCCC2)ccc1Br | 0 | -4 | -22 | -2 | 6 | -9 | -3 | 2 | 2 | -11 | 2

Some of the compounds tested. The share of hits here may be higher or lower than overall.
